Assay outcomes deposited in PubChem BioAssay by National Center for Advancing Translational Sciences (NCATS).
ALOX12 inh = inhibitors of human 12S-lipoxygenase ALOX12. Potency, µM (titrated, usually from 108 µM), for the others: at the highest dose activity change, negative = inhibition, actives largely listed as inhibitors. purified 12hLO, xylenol orange hydroperoxide absorbance. 580,000 compounds, 1.1% hits; active = well fitted inhibition curve with a large enough effect; inconclusive = small, poorly fitted or top-dose-only effect, or another doubt; inactive = no such curve, though single readings can be large or run the other way
Target sequence (P18054 whole entry, looked up): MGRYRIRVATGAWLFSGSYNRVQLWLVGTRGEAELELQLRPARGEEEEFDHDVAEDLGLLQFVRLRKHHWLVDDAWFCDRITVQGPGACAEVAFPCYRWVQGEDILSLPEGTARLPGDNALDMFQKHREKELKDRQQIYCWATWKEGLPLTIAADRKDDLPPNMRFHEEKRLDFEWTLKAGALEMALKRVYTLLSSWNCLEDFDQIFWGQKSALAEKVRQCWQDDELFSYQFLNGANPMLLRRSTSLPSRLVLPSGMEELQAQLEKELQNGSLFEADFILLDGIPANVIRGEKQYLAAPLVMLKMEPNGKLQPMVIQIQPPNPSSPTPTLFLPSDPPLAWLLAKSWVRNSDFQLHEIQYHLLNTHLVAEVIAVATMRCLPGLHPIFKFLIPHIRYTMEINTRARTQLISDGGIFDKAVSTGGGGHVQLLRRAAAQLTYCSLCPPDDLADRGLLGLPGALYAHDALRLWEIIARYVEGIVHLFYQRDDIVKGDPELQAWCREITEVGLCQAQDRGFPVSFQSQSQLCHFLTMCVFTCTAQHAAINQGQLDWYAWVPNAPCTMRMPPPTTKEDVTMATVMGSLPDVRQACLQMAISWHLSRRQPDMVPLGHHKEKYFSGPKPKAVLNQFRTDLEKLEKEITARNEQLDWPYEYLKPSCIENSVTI
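Hydroperoxide product was detected by ferrous iron/xylenol orange as the 573 to 405 nm absorbance ratio. Arachidonic acid at 40 uM (final) was turned over for 30 min at room temperature by 150 nM human 12hLO, pH 7.0 Hepes buffer, after 15 min compound preincubation.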
An asterisk follows results filed as active; [ ] = remark or other dose. % is scaled to controls: 0 for no effect and ±100 for the full control effect; potency is read from the fitted curve at half-maximal effect. An excerpt, so the mix of outcomes need not match the whole.

`c1cncc(-c2ccnc3nc(CCC4CCCC4)nn23)c1` gave ALOX12 inh -12.5%.
Screening Cc1cc2c(cc1C(=O)N1CCC(O)(C(=O)O)CC1)OCCO2 returned ALOX12 inh -5.6%.
For COc1ccc(Nc2cc3c(cn2)CN(Cc2ccncc2)CCN3)cc1OC the results were ALOX12 inh 73.9%[activator][176 µM].
COc1ccc(C[C@H](NC(=O)C2=C[C@@H](NC(=O)Nc3ccc(C)cc3)[C@@H](O)[C@H](O)C2)C(N)=O)cc1 was read as ALOX12 inh inconclusive.
`CCC1COCCN1Cc1cn(-c2ccccc2)nc1-c1ccc(OC)cc1F` (stereo not drawn) gave ALOX12 inh 14.1%.
For CC(=O)c1ccc(NC(=O)c2sc3nc(N4CCOCC4)c4c(c3c2N)CC(C)(C)OC4)cc1 the results were ALOX12 inh inconclusive.
Screening CCO[C@H]1CN(C(=O)CCS(=O)(=O)c2ccccc2)C[C@@H]1O returned ALOX12 inh -3.6%.
Screening Cc1ccc(CN2CCCn3nc(C)c(-c4ccccc4-c4ccccc4)c32)o1 returned ALOX12 inh 53.2%[activator][176 µM].
For CCc1ccc(S(=O)(=O)N2C[C@@H](F)C[C@H]2C(=O)N2CCc3ccccc3C2)cc1 the results were ALOX12 inh inconclusive.
CCOc1cc(=O)n2c(c1C(=O)NC1CCN(Cc3ccccc3)CC1)CCCCC2 was read as ALOX12 inh 19.3%.
`CN1C[C@@H](NC(=O)c2cccnc2)C[C@H]1c1nc(-c2cccnc2)no1` gave ALOX12 inh 9.0%[176 µM].
For CO[C@@H]1COCC[C@H]1NC1CCN(c2ncc3ccc(F)cc3n2)CC1 the results were ALOX12 inh 0.0%.
Screening CCOC(=O)c1ncoc1-c1ccccc1C(=O)NCc1cccc(Cl)c1 returned ALOX12 inh 8.4%.
`CC1(C(=O)NCc2ccccc2)Cn2nc(-c3ccccc3)cc2C(=O)N1CCc1ccco1` (stereo not drawn) gave ALOX12 inh inconclusive.
Screening Cc1cc(NS(=O)(=O)c2ccc(NC(=O)c3oc4ccccc4c3C)cc2)nc(C)n1 returned ALOX12 inh -14.2%.
O=C(O)CCC(CCC(=O)O)C(=O)O was read as ALOX12 inh -28.9%.
For Cc1ccc(-n2c(SCC(=O)N3CCCC3=O)nc3ccccc3c2=O)nc1 the results were ALOX12 inh inconclusive.
Screening COc1cc(/C=C(/C#N)C(=O)C(C)(C)C)ccc1OCc1ccc(Cl)cc1 returned ALOX12 inh 3.5%.
For CS(=O)(=O)NC(=O)c1ccc(Cl)cc1F the results were ALOX12 inh inconclusive.
CCNc1ncc2nc(-c3ccccc3)c(=O)n(Cc3cccc(OC)c3)c2n1 was read as ALOX12 inh inconclusive.
`COCc1nc(C2CCCNC2)no1` (stereo not drawn) gave ALOX12 inh 50.4%[activator].
For COc1ccc(C(=O)N2CCC(n3cc(-c4nc(C(C)C)no4)nn3)CC2)cc1 the results were ALOX12 inh 15.6%.
For FC(F)(F)c1ccc(SCc2csc(-c3ncccn3)n2)nc1 the results were ALOX12 inh -10.0%.
`Cc1ccc(C)c(N2CCN(C(C(=O)NC3CCCC3)c3ccco3)CC2)c1` (stereo not drawn) gave ALOX12 inh -22.7%.
Screening Cc1ccc(C(CNc2oc(C(C)(C)C)nc2C#N)N2CCOCC2)cc1 (stereo not drawn) returned ALOX12 inh 19.6%.
For COc1ccc(OC)c(/C=C/C(=O)NC(C)(C)C)c1 the results were ALOX12 inh 14.2%.
`O=C1Nc2ccccc2CN(C/C=C/c2ccccc2)C12CCNC2` (stereo not drawn) gave ALOX12 inh inconclusive.
CCOc1ccc(-c2cc(=O)c3ccc(NC(=O)c4ccccc4C)cc3o2)cc1 was read as ALOX12 inh 14.3%.
CS(=O)(=O)N1CCN(C(=O)N2CCOCC2)[C@@H](C(=O)N[C@@H](CC2CCCCC2)C(N)=O)C1 was read as ALOX12 inh inconclusive.
Screening Cc1ccc(CN2CCC3(CC2)CCN(Cc2cccnc2)CC3CO)s1 (stereo not drawn) returned ALOX12 inh 2.9%.
For CCC(=O)N1CCC(Cc2noc(-c3ccncc3)n2)C1 (stereo not drawn) the results were ALOX12 inh 46.0%[activator].
For CCn1cc(CN2C[C@@H](COc3ccccc3)[C@H](C(N)=O)C2)c(C)n1 the results were ALOX12 inh 46.1%[activator].
Screening N#Cc1c(SCC(=O)N2CCOCC2)nc(N2CCCCC2)c2c1CCCC2 returned ALOX12 inh -29.7%.
For O=C(c1ccccc1F)N1CCC2(CC1)CC(Cc1ccccc1)=NO2 the results were ALOX12 inh 0.0%.
`Cc1ccc(C2NC(=S)NC3=C2CCc2ccccc23)cc1` (stereo not drawn) gave ALOX12 inh inconclusive.
`O=S(=O)(c1ccc(C(F)(F)F)cc1)N1CCCC1c1nncn1Cc1ccncc1` (stereo not drawn) gave ALOX12 inh 40.2%[activator].
For O=C(COC(=O)C12CC3CC(CC(C3)C1)C2)Nc1ccc([N+](=O)[O-])cc1C(F)(F)F the results were ALOX12 inh 25.0%.
`O=C(O)C1CCc2nc(N3CCN(C(=O)C4CCC4)CC3)sc2C1` (stereo not drawn) gave ALOX12 inh -10.7%.
COc1ccccc1Cc1c(-c2ccc(Cl)cc2)nc2ccc(C)cn12 was read as ALOX12 inh inconclusive.
Screening CC(=O)NCCC(=O)N1CCCC1C(=O)Nc1cccc(-n2cccn2)c1 (stereo not drawn) returned ALOX12 inh 5.3%.

Fetched by compound from the entries so far:
Screening N#Cc1c(SCC(=O)N2CCOCC2)nc(N2CCCCC2)c2c1CCCC2 returned ALOX12 inh -29.7%.
CCNc1ncc2nc(-c3ccccc3)c(=O)n(Cc3cccc(OC)c3)c2n1 was read as ALOX12 inh inconclusive.
For CC(=O)c1ccc(NC(=O)c2sc3nc(N4CCOCC4)c4c(c3c2N)CC(C)(C)OC4)cc1 the results were ALOX12 inh inconclusive.
COc1ccc(C[C@H](NC(=O)C2=C[C@@H](NC(=O)Nc3ccc(C)cc3)[C@@H](O)[C@H](O)C2)C(N)=O)cc1 was read as ALOX12 inh inconclusive.
For O=C(c1ccccc1F)N1CCC2(CC1)CC(Cc1ccccc1)=NO2 the results were ALOX12 inh 0.0%.

Further results:
Cn1ccnc1CNC(=O)C[C@@H]1C[C@H]2O[C@H](CNCc3cnccc3C(F)(F)F)[C@@H](O)[C@H]2O1 was read as ALOX12 inh 18.8%.
Screening CCn1cc(CN(C)C(=O)CCc2nc(-c3ccccc3OC)no2)cn1 returned ALOX12 inh 48.2%[activator].
Screening OCc1ccc(CN2C[C@H](O)C[C@H]2c2nc(-c3ccccc3)no2)o1 returned ALOX12 inh inconclusive.
`O=S(=O)(/N=C/c1c(O)ccc2ccccc12)c1cccs1` gave ALOX12 inh -16.1%.
Screening Cc1cccc(NC(=O)c2n[nH]nc2Nc2ccc(Cl)cc2)c1 returned ALOX12 inh 1.7%.
O=C(NCCc1cnc[nH]1)c1ccc(-c2ncc3cnc(-c4ccccc4)cn23)cc1 was read as ALOX12 inh 70.0%[activator][176 µM].
C=C(Br)CN1CCOCC1 was read as ALOX12 inh inconclusive.
Screening COc1ccccc1-c1cncnc1N1CCN(C)CC1 returned ALOX12 inh inconclusive.
COC(=O)N1CCC2(C1)OC(=O)Nc1ccccc12 (stereo not drawn) was read as ALOX12 inh inconclusive.
For COc1ccccc1-c1cc2c(Nc3cc(OC)c(OC)c(OC)c3)nccc2n1C the results were ALOX12 inh -17.9%.
`Cc1cc(N2CCNC(c3ccccc3)C2)n2nc(C)c(C)c2n1` (stereo not drawn) gave ALOX12 inh 57.9%[activator].
For COc1ccc(C(=O)N2CCC(n3cc(-c4nc(C)no4)nn3)CC2)c(OC)c1 the results were ALOX12 inh 17.9%.
`COc1ccc(NC(=O)c2ccc3c(c2)NC(=O)CO3)cc1` gave ALOX12 inh inconclusive.
`CC1(C(=O)NCc2ccccc2)CN(S(C)(=O)=O)CC(=O)N1CCCn1ccnc1` (stereo not drawn) gave ALOX12 inh 0.0%.
Screening COC(=O)C1=C(C)OC(=O)C1(NC(=O)c1ccccc1)C(F)(F)F (stereo not drawn) returned ALOX12 inh inconclusive.
`CC(C)(C)c1cc(NC(=O)Nc2cc(Cl)cc(Cl)c2)no1` gave ALOX12 inh 10.4%.
COc1cccc(CCN2CC[C@H]3CN(C(=O)c4ccccc4)CC[C@H]3CC2=O)c1OC was read as ALOX12 inh 1.3%.
Screening O=C(C[C@@H]1CCNC[C@@H]1Cc1cc(CC2CCCCC2)on1)NCc1ccccc1 returned ALOX12 inh inconclusive.
CC(C)(C)c1ccc(C2(C)NC(=O)N(Cc3ncc(-c4ccccc4)o3)C2=O)cc1 (stereo not drawn) was read as ALOX12 inh -27.3%.
For CC(=O)N1CC(=O)N2[C@@H](CO)[C@H](c3ccc(Br)cc3)[C@@H]2C1 the results were ALOX12 inh inconclusive.
Cc1cc(Br)cn2c(Cc3cccc(Cl)c3)c(C3CCCCC3)nc12 was read as ALOX12 inh -50.7%.
For COC1CN(c2ccc(C)cc2)C12CCN(C(=O)COc1ccccc1)CC2 (stereo not drawn) the results were ALOX12 inh -2.5%.
Fc1ccc(-c2noc([C@@H]3CCCN3Cc3ccc(Cl)cc3)n2)nc1 was read as ALOX12 inh 4.4%[176 µM].
Screening Cc1cc(Cn2cc3c4c(cccc42)[C@H](CC(C)C)N[C@H](C(=O)NCc2nccs2)C3)no1 returned ALOX12 inh 151.5%[activator].
Screening COC(=O)C(=O)CC(=O)c1ccc2c(c1)OCO2 returned ALOX12 inh 0.0%.
`COc1cc(CCC(=O)NC2CCc3nn(CC4CC4)c(=O)n3CC2)on1` (stereo not drawn) gave ALOX12 inh 39.9%[activator].
O=C(NCCN1CCCC1)C1CN(S(=O)(=O)c2cccs2)CC12CCCCC2 (stereo not drawn) was read as ALOX12 inh 44.3%[activator].
Screening COc1c(C)cccc1C(=O)Nc1ccc(O)c(-c2nc3ccccc3o2)c1 returned ALOX12 inh 3.9%.
`COc1ccc(-c2cc(C[C@H]3CNCC[C@H]3CC(=O)NCc3ccc(OC)c(OC)c3)no2)cc1` gave ALOX12 inh -2.7%.
For O=C(c1nccc2ccccc12)N1CCC2(CC1)CC(CO)N(C(=O)c1ccccc1)C2 (stereo not drawn) the results were ALOX12 inh 29.9%.
For CC1(CCc2ccccc2)NC(=O)N(NC(=O)c2nn(-c3ccccc3)c(=O)c3ccccc23)C1=O (stereo not drawn) the results were ALOX12 inh 22.3%.
For CCC(=O)N1[C@H](CO)[C@@H]2c3ccccc3N(C(=O)Nc3ccc(Cl)cc3)C[C@@H]21 the results were ALOX12 inh inconclusive.
`O=C1NCCOCCCN(C(=O)NC2CCCCC2)[C@H]2CCCC[C@@H]12` gave ALOX12 inh 39.1%[activator].
`Cc1cc(C)c2c(CC(=O)NCc3ccccc3)coc2c1` gave ALOX12 inh -1.5%.
For CC(C)c1noc(C2CCCN(C(=O)C3(c4ccccc4)CC3)CCC(=O)NCC2)n1 (stereo not drawn) the results were ALOX12 inh 52.1%[activator].
For N#Cc1ccc(CN2CCC[C@H]2C(=O)N2CCCCCCNC(=O)CC2)cc1 the results were ALOX12 inh 31.3%.
For O=C(c1ccccc1OCC1CCCN(Cc2nccs2)C1)N1CCCC1 (stereo not drawn) the results were ALOX12 inh -18.4%.
Screening COc1ccc(-c2nc(C3CC(=O)N(c4ccc(F)c(Cl)c4)C3)no2)c(OC)c1 (stereo not drawn) returned ALOX12 inh 1.4%.
CCOc1ccc2c(n1)CCN(C(=O)Nc1ccc(C)c(C)c1)C2 was read as ALOX12 inh -1.8%.
CNCC(=O)N1CCc2nc(N)nc(NCc3ccccc3F)c2CC1 was read as ALOX12 inh 65.7%[activator].
For CCN(CC)S(=O)(=O)c1ccc(S(=O)(=O)N2CCCC2c2cccn2C)cc1 (stereo not drawn) the results were ALOX12 inh inconclusive.
COCCN1Cc2[nH]nc(-c3ccsc3)c2CC1=O was read as ALOX12 inh -5.3%[176 µM].
O=C(NC(Cc1ccccc1)C(=O)N1CCN(c2ncccn2)CC1)c1cccs1 (stereo not drawn) was read as ALOX12 inh -12.3%.
`S=C(Nc1ccccc1Cl)NC1CC1` gave ALOX12 inh inconclusive.
Screening COCCN1C(=O)c2cccn2CC1CNC(=O)NCc1ccc(C)cc1 (stereo not drawn) returned ALOX12 inh 12.9%.
Screening Cc1cccc(C)c1NC(=O)C(CCc1ccccc1)N(C(=O)c1ccc(F)cc1)c1ccccc1F (stereo not drawn) returned ALOX12 inh -4.3%.
`CC(C)NC(=O)CNC(=O)c1cc(-c2ccc(F)cc2)nc2ccccc12` gave ALOX12 inh -5.2%.
Screening COc1ccc(C(=O)N2CC[C@H]3C(=O)NCCCCCCN(Cc4ccncc4)[C@@H]3C2)c(OC)n1 returned ALOX12 inh 141.1%[activator].
`Cc1cc(=O)oc2cc(OCC(=O)NCCc3ccc(S(N)(=O)=O)cc3)ccc12` gave ALOX12 inh -1.0%.
For O=C1CCN(C(=O)[C@@H](Cc2ccccc2)NS(=O)(=O)c2ccc3c(c2)CCC3)CCOCCN1 the results were ALOX12 inh 40.5%[activator].

6 consecutive records out of the list so far, for reference:
Screening Cc1ccc(CN2CCC3(CC2)CCN(Cc2cccnc2)CC3CO)s1 (stereo not drawn) returned ALOX12 inh 2.9%.
For CCC(=O)N1CCC(Cc2noc(-c3ccncc3)n2)C1 (stereo not drawn) the results were ALOX12 inh 46.0%[activator].
For CCn1cc(CN2C[C@@H](COc3ccccc3)[C@H](C(N)=O)C2)c(C)n1 the results were ALOX12 inh 46.1%[activator].
Screening N#Cc1c(SCC(=O)N2CCOCC2)nc(N2CCCCC2)c2c1CCCC2 returned ALOX12 inh -29.7%.
For O=C(c1ccccc1F)N1CCC2(CC1)CC(Cc1ccccc1)=NO2 the results were ALOX12 inh 0.0%.
`Cc1ccc(C2NC(=S)NC3=C2CCc2ccccc23)cc1` (stereo not drawn) gave ALOX12 inh inconclusive.
